Assay outcomes: PubChem, Southern Research Specialized Biocontainment Screening Center
VEEV TC-83 Vero: inhibitors of VEEV TC-83 cytopathic effect, confirmation, Vero cells (AID 588727). Vero cells, VEEV TC-83 cytopathic effect inhibition; higher % means a stronger effect. actives 0.13% (n = 350,000). inhibition, % at 20 µM, or IC50 in µM where a hit was titrated; in the data active = a potency from the dose series; inconclusive = inhibition mostly from about 14% at the one dose, without a potency; inactive = the rest, 99 in 100 with inhibition below about 12%; also: strong numbers were not always called active
PhoP GFP inhibition: PhoP regulon inhibitors, Salmonella typhi PhoP promoter GFP reporter, confirmatory (AID 1850); Salmonella Typhi PhoP-promoter GFP reporter, fluorescence, 4 h; higher % means a stronger effect; one-dose inhibition, % at 50 µM; IC50 in µM for titrated hits; actives 0.33% (n = 310,000); in the data active = a potency from the dose series; inconclusive = inhibition mostly from about 25% at the one dose, without a potency; inactive = the rest, 99 in 100 with inhibition below about 19%;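 also: 0% = induced wells with vehicle and 100% = uninduced wells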
M. tuberculosis: growth inhibition of non-replicating M. tuberculosis (AID 488890). inhibition, % at 25 µM; hits with a dose series show IC50 in µM. actives 0.39% (n = 320,000). Mycobacterium tuberculosis non-replicating, growth inhibition; higher % means a stronger effect; in the data active = a potency from the dose series; inconclusive = inhibition mostly from about 82% at the one dose, without a potency; inactive = the rest, 99 in 100 with inhibition below about 76%;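 also: plate controls were DMSO cells for no effect and high antibiotic wells for full effect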
M. tuberculosis HTS: M. tuberculosis growth inhibition, HTS (AID 449762); M. tuberculosis H37Rv growth inhibition, 7H9 media; higher % means a stronger effect; inhibition, % at 25 µM; hits with a dose series show IC50 in µM; actives 0.59% (n = 330,000); in the data active = a potency from the dose series; inconclusive = inhibition above about 70% without an active follow-up result;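 also: bacterial growth assessed after seven days of incubation; strong numbers were not always called active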
influenza NS1A: H1N1 influenza NS1A inhibitors, functional cell based assay (AID 504329) | NS1A functional cell-based assay, percent inhibition; higher % means a stronger effect | one-dose inhibition, % at 12.5 µM; IC50 in µM for titrated hits | actives 0.3% (n = 340,000); in the data active = a potency from the dose series; inconclusive = inhibition above about 27% without an active follow-up result; also: strong numbers were not always called active
VEEV TC-83 Vero 10K pilot screen: second read-out of VEEV TC-83 Vero, no call of its own (marks repeat the call); inhibition, %; measured here: 10K pilot screen inhibition
Starred values were filed as active, the others as inactive; i = inactive; ? = inconclusive; . = no result given.

SMILES	VEEV TC-83 Vero	PhoP GFP inhibition	M. tuberculosis	M. tuberculosis HTS	influenza NS1A	others
Cc1ccc(Cl)cc1N1CCN(C(=O)c2ccc3c(c2)CCN3S(C)(=O)=O)CC1	5.2%	-9.5%	9.5%	7.0%	14.2%
Cc1ccccc1Nc1nc(N)nc(CSc2nnc3sc4ccccc4n23)n1	4.6%	-11.9%	24.4%	-17.4%	5.5%
CCCc1nc(NC2CCCCC2)c(C#N)c2c1COC(C)(C)C2	0.9%	3.5%	9.3%	-6.2%	-15.5%
COc1ccc(/C=N/NC(=O)c2nc(Cl)c(Cl)c(N)c2Cl)cc1COc1ccc(F)cc1F	0.3%	-3.3%	-13.6%	-1.2%	-1.2%
O=C(Nc1cc(-c2nc3ncccc3o2)ccc1Cl)c1ccco1	11.4%	-0.4%	-10.2%	1.2%	-1.6%
CSc1ccc(/C=N/n2c(C)nnc2C)cc1	i	-1.9%	-5.1%	2.1%	-2.3%	VEEV TC-83 Vero 10K pilot screen=0.9
CCOc1ccccc1NC(=S)N1CCN(c2cccc(C)c2C)CC1	5.1%	-1.7%	34.2%	9.7%	2.5%
CN(C)Cc1c(O)ccc2c(=O)c(-c3ccccc3Cl)c(C(F)(F)F)oc12	i	-9.3%	17.6%	-3.8%	-4.3%
COC(=O)c1cc(NS(=O)(=O)c2ccc(N3CCCCCC3)c([N+](=O)[O-])c2)cc(C(=O)OC)c1	3.9%	-5.6%	15.7%	-6.7%	13.1%
COc1cc(OC)cc(C(=O)NCC(=O)NC(C)CCc2ccccc2)c1 (stereo not drawn)	1.4%	-0.5%	9.3%	1.1%	1.9%
CN1N=C(c2ccc(F)c(F)c2)CSC1=NCc1ccccc1	1.2%	-8.1%	37.2%	3.5%	-3.8%
O=C(c1ccc(S(=O)(=O)Nc2cccc(C(F)(F)F)c2)cc1)N1CCN(c2ccccc2O)CC1	10.2%	-3.3%	0.1%	?	-5.9%
CC(C)CC(NC(=O)OC(C)(C)C)c1cn([C@@H](Cc2ccc(O)cc2)C(=O)N2CCN(C(=O)OC(C)(C)C)CC2)nn1 (stereo partly drawn)	0.3%	6.1%	27.0%	4.0%	-1.3%
COc1ccc(-c2cc(C(F)(F)F)n3nc(C(=O)Nc4c(C)n(C)n(-c5ccccc5)c4=O)cc3n2)cc1	7.3%	.	.	.	-5.4%
COc1ccc(-c2cn(Cc3ccc(C(=O)NCc4ccc(C)cc4)cc3)c(C(C)N)n2)cc1 (stereo not drawn)	7.1%	-0.3%	73.2%	46.5µM*	-12.4%	VEEV TC-83 Vero 10K pilot screen=4.9
O=C(NC(=S)NCCN1CCOCC1)c1ccc(Cl)cc1Cl	0.4%	-1.2%	18.4%	-4.4%	-6.6%
C=CCn1c(O)c(/C(C)=N/N2CCCCCC2)c(=O)[nH]c1=O	0.9%	-2.6%	20.0%	1.1%	1.3%
CC(C)c1ccc(C(=O)NCCCc2ccccc2)cc1	0.5%	1.5%	69.3%	1.5%	5.5%
O=C(NC1CCCC1)C(=O)c1c[nH]c2ccccc12	6.7%	-1.8%	21.3%	3.1%	-6.0%
CCN1C(=O)/C(=C\C=C\c2ccccc2[N+](=O)[O-])SC1=S	4.4%	.	.	.	5.3%
O=C(CF)NC(NC(=S)Nc1ccccc1O)C(Cl)(Cl)Cl (stereo not drawn)	0.6%	4.8%	?	?	-5.0%
CC(C)CN1C(=O)NC2(CCCc3ccccc32)C1=O (stereo not drawn)	0.5%	-10.1%	2.8%	0.3%	-6.5%
Cc1ccc(NC(=O)CCNS(=O)(=O)c2ccc3c(c2)CCC(=O)N3)cc1	0.8%	6.2%	-1.3%	2.6%	5.6%
CCOc1cc2nc3c4ccccc4n(C)c3nc2cc1OCC	7.9%	-4.0%	10.7%	7.7%	-1.0%
Cc1ccc(C(C)C)c(OCC(=O)Nc2ccc(N3CCOCC3)cc2N2CCOCC2)c1	7.2%	.	.	.	-5.1%
N=C(N)SCc1cn(-c2ccccc2)nc1-c1ccc(Br)cc1	i	.	.	.	4.2%
CCN1C(=O)[C@H]2[C@@H](c3ccc(OC)cc3)N3C(=O)CN(Cc4ccccc4)C(=O)[C@@]3(C)[C@H]2C1=O	1.5%	13.1%	-2.3%	0.5%	1.7%
Cc1cc(C(=O)N2CCCC(N3CCN(c4ccc(F)cc4)CC3)C2)no1 (stereo not drawn)	0.8%	2.6%	-11.5%	-3.0%	2.3%
Cc1ccc2nc(-c3cccnc3)cc(C(=O)Nc3ccccc3[N+](=O)[O-])c2c1	7.3%	-11.4%	8.4%	4.6%	-3.8%
COc1ccccc1N(C)S(=O)(=O)c1ccc(C)c(C(=O)N2CCCCCC2)c1	2.5%	.	.	.	-12.5%

Grouped by structure, those above with an aryl methoxy group
SMILES	VEEV TC-83 Vero	PhoP GFP inhibition	M. tuberculosis	M. tuberculosis HTS	influenza NS1A	others
COc1ccc(/C=N/NC(=O)c2nc(Cl)c(Cl)c(N)c2Cl)cc1COc1ccc(F)cc1F	0.3%	-3.3%	-13.6%	-1.2%	-1.2%
COc1cc(OC)cc(C(=O)NCC(=O)NC(C)CCc2ccccc2)c1 (stereo not drawn)	1.4%	-0.5%	9.3%	1.1%	1.9%
COc1ccc(-c2cc(C(F)(F)F)n3nc(C(=O)Nc4c(C)n(C)n(-c5ccccc5)c4=O)cc3n2)cc1	7.3%	.	.	.	-5.4%
COc1ccc(-c2cn(Cc3ccc(C(=O)NCc4ccc(C)cc4)cc3)c(C(C)N)n2)cc1 (stereo not drawn)	7.1%	-0.3%	73.2%	46.5µM*	-12.4%	VEEV TC-83 Vero 10K pilot screen=4.9
CCN1C(=O)[C@H]2[C@@H](c3ccc(OC)cc3)N3C(=O)CN(Cc4ccccc4)C(=O)[C@@]3(C)[C@H]2C1=O	1.5%	13.1%	-2.3%	0.5%	1.7%
COc1ccccc1N(C)S(=O)(=O)c1ccc(C)c(C(=O)N2CCCCCC2)c1	2.5%	.	.	.	-12.5%

(listing goes on)
SMILES	VEEV TC-83 Vero	PhoP GFP inhibition	M. tuberculosis	M. tuberculosis HTS	influenza NS1A	others
Nc1nnnn1/N=C/c1cc(Br)ccc1O	0.3%	4.5%	-4.4%	-11.1%	.
O=C(Nc1ccccc1N1CCOCC1)C1=NN(c2c(F)c(F)cc(F)c2F)C(=O)CC1	6.5%	.	.	-4.5%	-12.6%
Cn1cc(S(=O)(=O)N2CCCC2)cc1C(=O)NCc1ccccc1Cl	1.4%	-0.1%	-35.0%	-9.8%	-1.6%
CCc1ccc(NC(=O)CSc2nc3n[nH]c(C)c3c(=N)n2-c2cccc(OC)c2)cc1	4.6%	3.2%	56.4%	13.2µM*	-4.1%
Cc1cc2[nH]c(=O)c(=O)[nH]c2cc1S(=O)(=O)N(C)C1CCCCC1	0.6%	-11.9%	.	-9.3%	8.6%
Cn1c(=O)c2cc(S(=O)(=O)NC(C(=O)Nc3cccc(F)c3)c3ccccc3)ccc2n(C)c1=O (stereo not drawn)	0.3%	.	-3.6%	-3.1%	-6.1%
COc1cccc(-c2cccc(NC(=O)C3CCN(Cc4nccs4)CC3)c2)c1	1.6%	-11.0%	3.2%	-1.4%	-10.4%
CCCOc1ccc(NC(=O)C2CC(=O)N(C(C)C)C2)cc1 (stereo not drawn)	2.0%	-6.6%	-7.9%	-6.9%	-2.0%
O=C(O)C(Cc1cn[nH]n1)=NO	i	-5.3%	-5.9%	-1.9%	-29.6%
CCOc1ccc(N(CC(=O)NCc2ccccc2)S(C)(=O)=O)cc1	0.7%	-3.3%	5.4%	1.4%	-2.7%	VEEV TC-83 Vero 10K pilot screen=0.0
O=C(COC(=O)C1CCN(S(=O)(=O)c2ccc3c(c2)OCCO3)CC1)Nc1ccc(C(F)(F)F)cc1	i	-1.2%	34.1%	4.0%	-7.0%
CN(C)CC1CCCCC1OC(=O)/C=C/c1ccccc1 (stereo not drawn)	0.7%	-35.2%	-10.4%	6.8%	-16.6%
O=C(c1ccncc1)N1CCN(S(=O)(=O)c2cccc([N+](=O)[O-])c2)CC1	1.2%	-1.4%	-10.9%	-2.2%	-12.0%
CC(=O)N1c2ccc(S(=O)(=O)NCCC(=O)N3CCCC(C)C3)cc2CC1C (stereo not drawn)	1.8%	2.1%	-5.3%	2.1%	-5.6%
COC(=O)Nc1nc2ccc(C(=O)c3cccs3)cc2[nH]1	10.9%	-2.2%	-1.2%	7.8%	-4.6%
O=C(Cn1cnc2c(nnn2Cc2ccccc2)c1=O)Nc1ccc2c(c1)OCCO2	4.7%	0.3%	-9.8%	-10.5%	-22.6%
CCN(CC)S(=O)(=O)c1cccc(NC(=O)c2ccc(S(=O)(=O)N3CCCC3)cc2)c1	i	.	.	.	1.6%
C/C=C/C(=O)N1CC2(CC(c3cccc(NC(=O)COc4ccc(Cl)cc4)c3)=NO2)C[C@@H]1C(N)=O (stereo partly drawn)	0.9%	9.2%	14.8%	-3.3%	-1.4%
CCOC(=O)C1=NN(c2ccc(Cl)cc2)C(=O)C1	1.4%	-1.5%	14.3%	56.9%	14.2%
O=c1cc(C(F)(F)F)nc(-c2ccccc2OC(F)(F)F)[nH]1	2.4%	6.5%	6.0%	5.3%	-22.0%
COc1ccccc1Nc1cc(C(=O)NCCCN2CCOCC2)c2ccccc2n1	10.4%	19.6%	-2.7%	-6.7%	6.8%
O=C(NNC(=O)c1ccccc1OCc1ccc(F)cc1)c1ccncc1	0.2%	4.5%	73.7%	11.2%	-0.3%
Cc1cc2nc(SCCOC(=O)Nc3ccc(Cl)cc3)nc(C)c2cc1C	7.1%	1.0%	-3.9%	8.0%	2.2%
Nc1ccc2nc(-c3ccccc3)sc2c1	1.2%	-0.9%	29.8%	66.7%	-8.6%
Cc1cc(Oc2ccc(C)c(Cl)c2)nc(SCC(=O)c2ccccc2)n1	5.7%	4.3%	7.5%	-11.8%	-6.1%
Cc1cc(=O)oc2cc(NC(=S)NCc3ccccn3)ccc12	3.8%	-1.6%	-4.7%	-0.7%	-7.7%
CCCc1ccc(C#N)c(SC2CC(=O)N(c3ccc(OC)cc3)C2=O)n1 (stereo not drawn)	2.8%	4.3%	25.4%	43.6%	4.0%
O=C(CSc1nnnn1C1CCCCC1)NCc1cccc(C(=O)O)c1	i	-14.8%	-15.7%	-2.3%	9.3%
COc1cc(C(=O)NCCN2C(=O)S/C(=C\c3cccs3)C2=O)cc(OC)c1OC	5.9%	0.3%	12.5%	2.5%	7.2%
CCC(C)NC(=O)C(Cc1ccccc1)NS(=O)(=O)c1cccc2nsnc12 (stereo not drawn)	0.3%	5.4%	-17.8%	-1.4%	-5.5%
O=C(CCNC(=O)c1ccc([N+](=O)[O-])cc1)NCc1ccccc1	2.5%	.	.	.	-11.4%
COCCN(C(=O)COC(=O)C1CCC(C(C)(C)C)CC1)c1c(N)n(Cc2ccccc2)c(=O)[nH]c1=O (stereo not drawn)	1.0%	0.0%	23.1%	-6.9%	-2.4%
Cc1ccnc(N2C(=O)c3ccc([N+](=O)[O-])cc3C2=O)c1	1.6%	-2.4%	1.0%	-6.0%	-1.5%
O=C1Nc2ccccc2O/C1=C\c1ccccc1Br	0.5%	0.5%	-9.1%	-1.2%	-26.2%
COc1cccc(NC(=O)N2CCCC2C(=O)NCc2ccco2)c1 (stereo not drawn)	0.5%	0.8%	9.2%	-0.6%	-5.3%
COc1ccc2[nH]c3c(c2c1)CCN1C(=O)C(CC(=O)NCCN2CCOCC2)C[C@H](C(=O)N(C(C)C)C(C)C)[C@@]31C (stereo partly drawn)	0.4%	.	.	.	4.2%
O=C(NCCCN1CCCC1)Nc1ccccc1[N+](=O)[O-]	0.5%	3.1%	9.0%	-3.1%	1.2%
COc1ccc(NC(=O)Nc2ccccc2C(=O)N2CCCC2)cc1	0.7%	1.2%	-12.9%	-10.2%	-11.7%
CCC(C)N(C(=O)CSc1nncn1C)C1CCS(=O)(=O)C1 (stereo not drawn)	3.2%	.	-5.3%	-4.4%	-15.9%
CCOc1ccc(-n2cccc2C=O)cc1	0.6%	9.7%	50.9%	-1.1%	5.6%
COc1ccc(S(=O)(=O)N2CCC(C(=O)NCC3CCCO3)CC2)cc1C (stereo not drawn)	1.6%	1.3%	-6.9%	-8.8%	-0.6%
Cc1ccc(-n2c(Cc3ccccc3)nnc2SCC(=O)NNC(=O)Cc2ccccc2)cc1	i	-7.5%	-10.1%	-9.8%	-35.4%
CCOC(=O)N1N=C(c2ccc(C)cc2)CC1(O)C(F)(F)F (stereo not drawn)	i	-3.3%	3.1%	-11.8%	-9.7%
COc1ccc(S(=O)(=O)N2CCOC2CNC(=O)C(=O)NCc2ccncc2)cc1C (stereo not drawn)	i	-2.8%	-0.3%	-15.3%	-7.3%
CC(=O)c1ccc(N2CCN(C(=O)c3ccc(S(=O)(=O)NCc4ccco4)cc3)CC2)cc1	1.1%	.	-7.6%	3.2%	2.7%
